Screening results as filed in PubChem BioAssay.
Pf Dd2 growth: qHTS Primary assay for Inhibitors of Plasmodium falciparum Dd2 growth in vitro. AID 1347417, 2020. P. falciparum Dd2 growth, SYBR Green, 72 h. 120,000 tested, 4.3% active. Potency, µM (titrated, usually from 28.9 µM), without a hit: at the top dose activity, negative = inhibition, most hits filed as inhibitors; active = well fitted inhibition curve with a large enough effect; inconclusive = small, poorly fitted or top-dose-only effect; inactive = no such curve, though single readings can be large or run the other way;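 also: plate controls were DMSO vehicle for no effect and reference drug for full effect; nearly all actives have a fitted effect of over 65% in size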
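Readout: SYBR Green fluorescence, 485 nm excitation, 535 nm emission, after ~16 h lysis at 37C. Before that, Dd2-infected red cells (2.5% hematocrit) grew 72 h with compound, 29 uM top final concentration.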
Active calls of the source: *; i = inactive; ? = inconclusive; [ ] = remark or other dose. Potency is read from the fitted curve at half-maximal effect. Only part of the results is shown (hit frequency here may not be typical).

SMILES	Pf Dd2 growth
CCc1ccc(-n2c(=O)c3c4c(sc3n(CC(=O)c3ccc(Cl)cc3)c2=O)CCC4)cc1	-19.5%
CN(C(=O)NC1CCCC1)C1CCc2ccccc2C1 (stereo not drawn)	-7.9%[44.1 µM]
Cc1cc(C)cc(NC(=S)N[C@H]2CO[C@H]3[C@@H]2OC[C@H]3OC(=O)NC2CCCCC2)c1	-24.6%[44.1 µM]
Cc1ccccc1Cn1c(SCc2ccc(C(=O)NC3CCCC3)cc2)nc2ccncc21	-10.4%
Cc1c(C)n(C)c2ccc(C(=O)N3CCN(c4ccccc4)CC3)cc12	26.5%
CCOc1ccc(C(=O)NCc2ccc3c(c2)CCN3C(=O)c2ccc(Cl)cc2)cc1	?
CCc1ccc(NC(=O)CSc2ccc3nc(-c4ccc(OC)cc4)cn3n2)cc1	?
Cc1cc(C)n(CCC(=O)NCc2cccnc2Oc2ccccc2F)n1	-10.6%
COc1ccc(Cl)cc1NC(=O)C1CCN(c2nnc(C)c3c(C)n(-c4ccccc4)nc23)CC1	i
Cc1ccc(CNC(=O)c2cc3cn(C(C)C)cc3s2)o1	i
CC1=NOC2(CCCN(Cc3ccccn3)C2)C1 (stereo not drawn)	19.5%[44.1 µM]
Cn1cccc1C(=O)NC[C@H]1O[C@@H](CO)[C@@H](O)C1N1CCN(c2ccccc2)CC1 (stereo partly drawn)	?
O=C(c1cc(F)ccc1Cl)N1CCC(n2cc(-c3nc(-c4ccccc4)no3)nn2)C1 (stereo not drawn)	-13.0%
O=C([C@@H]1C[C@H](F)CN1S(=O)(=O)Cc1ccccc1)N1CCc2ccccc2C1	-21.1%
CC(C)Oc1ccc(C(=O)N2CC(c3nnc(-c4ccncc4)o3)C3(CCOCC3)C2)cc1 (stereo not drawn)	-27.4%
COc1cccc(N2CCN(c3nc(C(=O)NCc4ccncc4)cs3)CC2)c1	?
Cc1ccc(CN2CCCn3nc(C(=O)NCc4ccccc4Cl)cc3C2=O)cc1	i
Cc1ccc(-c2cnc([C@@H]3COCCN3Cc3ccccc3F)[nH]2)cc1	i
O=C(NCCS(=O)(=O)N1CCN(c2ccccc2F)CC1)C1CC(=O)N(c2ccc(F)cc2)C1 (stereo not drawn)	55.1%[activator]
O=C(NCc1cccs1)c1ccc2c(c1)n(Cc1cccc(F)c1)c(=O)c1ccnn12	5.62µM*
CCCCS(=O)(=O)N1CC(n2cc(COc3ccccc3)nn2)C1	-18.0%
CCOc1ccc(CC(=O)N2C[C@@H](N)C[C@H]2C(=O)NC(C)C)cc1	-4.5%
CCC(C)C(=O)Nc1c(C(=O)OC)n(CC2CCCO2)c2ncc(NC(C)CC(C)(C)O)cc12 (stereo not drawn)	-8.1%
Cc1ccc(NC(=O)Cn2c(-c3cnccn3)nc(C)c(C)c2=O)cc1Cl	?
COC(=O)[C@H](CC1CCCCC1)NC(=O)[C@H]1CN(C(=O)c2cccc(F)c2)CCN1C(C)=O	-16.2%

(further entries)
SMILES	Pf Dd2 growth
O=C(NCc1cccs1)C1CN(c2cccc(Cl)c2)C(=O)N1 (stereo not drawn)	i
Cc1nc(N(C)C2CCCCC2)ncc1C(C)NC(=O)C1(CO)CC1 (stereo not drawn)	5.8%
O=C(Cc1ccc(Cl)cc1)N1C[C@@H](CN2CCCCC2)[C@@H](CO)C1	?
CC(=O)N1CCC(N2C[C@H](O)C[C@H]2c2nc(CS(=O)(=O)c3ccc(C)cc3)no2)CC1	i
CCc1ccc(S(=O)(=O)c2cn(CC(=O)Nc3cccc(C)c3)c3ccc(Cl)cc3c2=O)cc1	i
Cc1cccc(CN2CC=C(c3noc(CCC(=O)Nc4ccc(C)c(F)c4)n3)CC2)c1	-16.8%
Cc1noc(-c2cccc(F)c2)c1C(=O)NCCc1cccc(Cl)c1	-8.6%
CC1=C(c2ccc(F)cc2)S(=O)(=O)N=C1N1CCC(C(=O)NCCc2ccccc2C)CC1	20.4%
CCOc1cc(C2c3c(oc4ccccc4c3=O)C(=O)N2Cc2ccc(OC)cc2)ccc1O (stereo not drawn)	-4.7%
CN(C)C(=O)c1csc(N2CCN(c3cccc(Cl)c3)CC2)n1	29.9%
COc1nccnc1NC1CCN(C(=O)c2cccs2)CC1	-9.9%[5.79 µM]
Cn1nccc1-c1ncc2c(n1)OCCN(Cc1ccccc1)C2=O	?
COc1ccccc1CCC(=O)N1CCC2(CC1)NCc1ccccc1-n1ccnc12	9.6%[5.79 µM]
CCCN(CC1CCOC1)S(=O)(=O)c1ccc(Cl)s1 (stereo not drawn)	i[5.79 µM]
COc1ccc(Nc2oc(-c3ccc(COc4cccc(C)c4)o3)nc2C#N)cc1	?
COc1ccc(CNC(=O)N2[C@H]3CC[C@@H]2c2cncnc2C3)cc1	-1.2%
Cc1cccc(NC(=O)CSc2nc(C)c(Cc3ccccc3)c(=O)[nH]2)c1	22.6%
CCc1ccccc1NC(=O)c1nnn(-c2ccc(F)cc2)c1C	4.4%
Cc1cccc(OCC(=O)Nc2nonc2-c2ccc(Br)cc2)c1C	63.9%[activator]
CCc1ccccc1N1C(=O)N(Cc2cc(=O)n3ccccc3n2)c2ccccc2S1(=O)=O	?
COc1ccccc1OCC(=O)N1CC[C@@](O)(C2CCOCC2)[C@H](C)C1	5.3%
Cc1ccc(Cl)cc1-n1ncc2c(Nc3ccc4c(c3)OCCO4)ncnc21	1.1%
Cc1ccccc1NC(=O)Cn1c(=O)n(CCCC(=O)NCc2ccc3c(c2)OCO3)c(=O)c2ccccc21	22.2%
Cc1ccc(NC(=O)Cn2nnc3sc4c(c3c2=O)CCC(C)C4)cc1 (stereo not drawn)	-0.6%
Cn1nc(C(=O)NCc2cccc(Cl)c2)c2c1-c1ccccc1S(=O)(=O)C2	-26.8%

Shown with each value named: part of the list above
O=C(NCc1cccs1)C1CN(c2cccc(Cl)c2)C(=O)N1 (stereo not drawn)
  Pf Dd2 growth: i

Cc1nc(N(C)C2CCCCC2)ncc1C(C)NC(=O)C1(CO)CC1 (stereo not drawn)
  Pf Dd2 growth: 5.8%

O=C(Cc1ccc(Cl)cc1)N1C[C@@H](CN2CCCCC2)[C@@H](CO)C1
  Pf Dd2 growth: ?

CC(=O)N1CCC(N2C[C@H](O)C[C@H]2c2nc(CS(=O)(=O)c3ccc(C)cc3)no2)CC1
  Pf Dd2 growth: i

The listing picks up; the six compounds before the break are reprinted first.
SMILES	Pf Dd2 growth
CCc1ccccc1N1C(=O)N(Cc2cc(=O)n3ccccc3n2)c2ccccc2S1(=O)=O	?
COc1ccccc1OCC(=O)N1CC[C@@](O)(C2CCOCC2)[C@H](C)C1	5.3%
Cc1ccc(Cl)cc1-n1ncc2c(Nc3ccc4c(c3)OCCO4)ncnc21	1.1%
Cc1ccccc1NC(=O)Cn1c(=O)n(CCCC(=O)NCc2ccc3c(c2)OCO3)c(=O)c2ccccc21	22.2%
Cc1ccc(NC(=O)Cn2nnc3sc4c(c3c2=O)CCC(C)C4)cc1 (stereo not drawn)	-0.6%
Cn1nc(C(=O)NCc2cccc(Cl)c2)c2c1-c1ccccc1S(=O)(=O)C2	-26.8%
CC(C)CN(Cc1cccnc1)C1CN(S(=O)(=O)Cc2ccccc2)C1	?
CCCS(=O)(=O)Nc1ccc([C@H]2OCC(=O)N(CC(=O)N(C)C)[C@@H]2CO)cc1	15.5%[44.1 µM]
COc1cccc(C(c2sc3nc(-c4ccco4)nn3c2O)N2CCOCC2)c1 (stereo not drawn)	15.9%
CCc1ccc(NC(=O)c2ccc(F)c(S(=O)(=O)NCCc3ccc(OC)c(OC)c3)c2)cc1	-22.3%
O=C(c1cccnc1)N1CCCC(n2cc(-c3nc(-c4ccccc4)no3)nn2)C1 (stereo not drawn)	?
CN1c2cc(Cl)ccc2-c2nc(SCC(=O)Nc3ccc(F)cc3F)ncc2S1(=O)=O	i
COc1cc(NC(=O)Nc2c[nH]c(=O)[nH]c2=O)cc(OC)c1OC	i
Cn1ccc(C(=O)NCc2nnc3n2C(C(=O)N2CCN(c4ncccn4)CC2)CC3)n1 (stereo not drawn)	27.0%
Cn1cnc(S(=O)(=O)N2CCC(c3noc(C4CC4)n3)C2)c1 (stereo not drawn)	8.1%[5.79 µM]
O=C(C[C@@H]1O[C@H](CNC(=O)c2cccc(F)c2)[C@@H](O)[C@H]1O)Nc1ccccc1	-18.3%[44.1 µM]
COc1ccccc1N1CCN(C(=O)CC[C@]23CC[C@](C)(O)C[C@H]2C(C)(C)C[C@@H]3NC(=O)C2CC2)CC1	-6.1%
CCC(C)NC(=O)NCCc1noc(-c2cccnc2)n1 (stereo not drawn)	79.0%[activator]
CCc1nc2nc(C)c(NS(=O)(=O)c3ccc(C)cc3)c(=O)n2[nH]1	4.0%
CCCNC(=O)N1CCCC(n2c(C)cnc2C2CC2)C1 (stereo not drawn)	?
CCOc1ccccc1NC(=O)N1CC[C@H]2C(=O)NCCCCCCN(Cc3ccncc3)[C@@H]2C1	-3.1%
CCCNC(=O)Nc1cc(C(=O)NCc2cccc(OCC)c2)ccc1N1CCCC1	-4.5%
O=C(c1nnc(CNc2ccccn2)n1-c1cccnc1)N1CCC[C@@H]1C(c1ccccc1)c1ccccc1	i
CCNC(=O)CN1CCCC(N2CCN(Cc3ccc4c(c3)OCO4)CC2)C1 (stereo not drawn)	-7.7%
COC(=O)[C@@H]1Cc2c([nH]c3ccccc23)[C@H]2C[C@@H](N3CCOCC3)C[C@@H](c3ccc(OC(F)(F)F)cc3)N21	?
Cc1nc(N2CCOCC2)c2c(C(=O)N3CCN(c4cccc(C(F)(F)F)c4)CC3)c(C)oc2n1	-4.7%
CCc1cn(C[C@@H](C(=O)O)N(CC)CC)c(=O)[nH]c1=O	0.0%[44.1 µM]
Cc1ccccc1C(=O)N1CCC(c2nc(-c3ccc(S(=O)(=O)N4CCCC4)cc3)no2)CC1	-5.8%
CCOc1ccc(N(CC)C(=O)C2CCN(S(=O)(=O)c3cccc4nonc34)CC2)cc1	78.0%[activator]
Cc1nc(N2CCCC2)ncc1C(=O)Nc1ccc(F)cc1F	43.1%[activator]
Cc1ccc(NC(=O)CSc2nnc(-c3cc4occc4n3C)n2-c2ccccc2C)c(Cl)c1	i

Next section
SMILES	Pf Dd2 growth
Cc1oc(C(O)c2ccccc2F)nc1C(=O)Nc1ccc(N2CCOCC2)cc1 (stereo not drawn)	-24.3%[44.1 µM]
COCCNC(=O)C1c2ccccc2C(=O)N(Cc2ccccc2)C12CCCC2 (stereo not drawn)	-2.5%
c1ccc(COc2ccccc2Cc2nc(-c3cccnn3)no2)cc1	?
COc1ccc(-c2ccccc2)cc1N1C(=O)[C@@H]2C[C@H]1CN2C(=O)C(C)(C)C	-15.6%
CC(=O)N1CCC(C(=O)NCc2cc3n(n2)CCN(C2CCCCC2)C3)CC1	2.3%
COc1cccc(CC(=O)Nc2ccc3c(c2)CN(CCc2ccccc2)C(=O)C(C)O3)c1 (stereo not drawn)	i
CN1CC(=O)N(C2CCNCC2)Cc2c(NCCN3CCOCC3)ncnc21	13.7%
CCn1cc(-c2ccc(Cl)cc2)cc1C(=O)NCc1ccncc1	i
Cc1oc2ncnc(N3CCCCC3)c2c1C(=O)N1CCN(c2cccc(Cl)c2)CC1	-15.4%
CCOc1ccc(NC(=O)CCS(=O)(=O)c2ccc(Br)s2)cc1	35.6%
CN(C)c1ccc(NC(=O)Cn2cc(S(=O)(=O)Cc3ccccc3Cl)c3ccccc32)cc1	7.94µM*
O=C(c1ccnnc1)N1CC(F)(F)C[C@H]1c1nc(-c2ccncc2)no1	i
Cc1n[nH]c(C)c1CNC(=O)C1CCCN(C2CCN(C(=O)C3CC3)CC2)C1 (stereo not drawn)	-3.4%
Cc1ccc(NC(=O)N2CCCC2c2nncn2-c2ccccc2)cc1C (stereo not drawn)	-12.6%
CC(C)CNC(=O)C1=CC(c2ccc3c(c2)OCO3)=NS(=O)(=O)N1C	-5.0%
O=C(CSc1nc2nccnc2c(=O)n1CCc1c[nH]c2ccccc12)Nc1ccccc1F	-21.9%
Cc1cccc(OCC2(CNC(=O)c3ccc(F)cc3)C[C@@H](O)[C@@H](O)C2)n1 (stereo partly drawn)	i
Cn1c(SCc2ccc(C(F)(F)F)cc2)nc2c([nH]c3ccccc32)c1=O	29.2%
COCCNc1cc(-c2cccc(C(F)(F)F)c2)nc2c(C)noc12	?
COc1ccc(-c2cn3c(n2)sc2cc(C(=O)Nc4cc(OC)cc(OC)c4)ccc23)cc1	i
CCNC(=O)N(C1CC1)C1CCOC2(CCN(C(=O)Cc3cccc(C)c3)CC2)C1 (stereo not drawn)	1.4%
CCOc1cc(=O)n2c(c1C(=O)Nc1cccc(Cl)c1F)CCCC2	14.9%
O=C(Cn1c(=O)ccc2cc(S(=O)(=O)N3CCCC3)ccc21)Nc1ccccc1	12.4%
COC(=O)c1ccc(NC(=O)N2[C@H]3CC[C@@H]2c2cnc(-c4ccc(F)cc4)nc2C3)cc1	7.08µM*
O=C(CCn1ccc(=O)[nH]c1=O)N[C@H](c1ccccn1)C1CC(O)C1 (stereo partly drawn)	-13.9%

Further records:
SMILES	Pf Dd2 growth
COc1cc(/C=C/c2nc(C#N)c(N3CCN(C)CC3)o2)cc(OC)c1OC	-12.9%
CN1CCCC2(C1)CN(C)c1ccc(C(=O)NCCOc3ccccc3)cc12 (stereo not drawn)	-14.2%[44.1 µM]
COCCNC(=O)CCCn1c(SCC(=O)Nc2ccc(F)cc2)nc2c(sc3ccccc32)c1=O	?
Cc1cc(NC(=O)C(C)(C)C)cc(-c2nc3ncccc3o2)c1O	100.6%[activator]
CCCCN(CCCNC(=O)c1c(C)oc2nc[nH]c(=O)c12)Cc1ccccc1	?
Cc1oc(-c2ccc(Cl)cc2)nc1CN1CCCC(C(=O)NCc2ccccc2)C1 (stereo not drawn)	-25.0%
CCC(=O)N1CCC(Cc2ncc(C)n2C(C)C)C1 (stereo not drawn)	-10.5%
COc1cccc(-c2[nH]cnc2-c2ccccc2)c1OCCCn1ccnc1	3.16µM*
